Screens (PubChem BioAssay)
PLCb3 inh: blocks human PLC-beta3 enzyme activity; AID 720704; inhibition, % at 12.2 µM; Purified PLC-beta3, fluorogenic substrate, fluorescence; 370,000 tested, 0.18% active; in the data active = inhibition above about 11%;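 note: 0% = median of compound wells on plate and 100% = full blocker control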
Target sequence (Q01970 whole entry, looked up): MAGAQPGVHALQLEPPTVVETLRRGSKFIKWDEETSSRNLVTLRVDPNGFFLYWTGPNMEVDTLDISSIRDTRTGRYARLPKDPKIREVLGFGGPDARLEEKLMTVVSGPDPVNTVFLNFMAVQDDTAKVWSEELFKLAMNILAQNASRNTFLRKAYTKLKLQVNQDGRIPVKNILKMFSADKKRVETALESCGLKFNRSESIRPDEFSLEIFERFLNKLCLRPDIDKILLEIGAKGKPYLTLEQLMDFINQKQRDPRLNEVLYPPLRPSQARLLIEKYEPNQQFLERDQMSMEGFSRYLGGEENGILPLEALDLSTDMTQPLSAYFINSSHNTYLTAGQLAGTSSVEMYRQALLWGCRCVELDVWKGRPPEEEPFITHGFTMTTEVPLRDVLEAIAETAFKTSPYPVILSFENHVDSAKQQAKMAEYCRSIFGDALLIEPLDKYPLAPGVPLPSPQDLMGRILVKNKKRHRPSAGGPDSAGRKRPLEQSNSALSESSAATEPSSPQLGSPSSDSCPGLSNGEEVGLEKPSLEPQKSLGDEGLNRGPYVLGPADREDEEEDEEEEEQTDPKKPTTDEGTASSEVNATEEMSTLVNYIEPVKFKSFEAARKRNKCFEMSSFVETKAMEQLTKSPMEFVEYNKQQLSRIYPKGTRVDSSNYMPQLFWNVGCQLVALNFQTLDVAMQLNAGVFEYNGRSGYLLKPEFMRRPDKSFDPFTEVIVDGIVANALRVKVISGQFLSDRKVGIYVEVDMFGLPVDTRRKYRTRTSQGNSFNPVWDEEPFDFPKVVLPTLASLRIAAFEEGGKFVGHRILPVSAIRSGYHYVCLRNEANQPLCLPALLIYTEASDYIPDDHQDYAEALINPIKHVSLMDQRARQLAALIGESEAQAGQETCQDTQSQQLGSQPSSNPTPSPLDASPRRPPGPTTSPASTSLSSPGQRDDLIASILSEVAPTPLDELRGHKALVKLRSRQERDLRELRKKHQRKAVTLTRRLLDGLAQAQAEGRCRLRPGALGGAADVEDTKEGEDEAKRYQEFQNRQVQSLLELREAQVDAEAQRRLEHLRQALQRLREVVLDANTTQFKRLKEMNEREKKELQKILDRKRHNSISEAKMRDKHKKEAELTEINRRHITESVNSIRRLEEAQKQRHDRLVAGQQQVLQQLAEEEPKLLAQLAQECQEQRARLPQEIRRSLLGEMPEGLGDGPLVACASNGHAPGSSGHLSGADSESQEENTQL
KLK7 zymogen act: activators of human kallikrein-7 zymogen; 370,000 tested, 0.9% active; purified proKLK7, EDANS-DABCYL substrate fluorescence; 100% is mature enzyme control, 0% vehicle; AID 652039; activation, % at 7 µM;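 active = activation above the mean of all tested compounds plus 3 SD, computed per campaign excluding outliers beyond control limits, cut at about 13% in these data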
Tn7 DDE FP: DD(E)-Tn7 binding inhibition, primary FP screen | P02675 | FP displacement of FITC-Tn7 peptide from fibrin DD(E); 0% = median of compound wells per plate | inhibition, % at 8.3 µM | 370,000 tested, 0.13% active | AID 720508;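 active = inhibition above the mean of compounds falling within the control limits plus 3 SD of them, cut at about 14% in these data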;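 note: 0% = plate median of compound wells and 100% = 10 µM Aha-Tn7 peptide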
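Assay system: human fibrin DD(E) protein / Input: 2 µM fibrin DD(E) / Benchmarks: high control of 10 µM Aha-Tn7 peptide / Measured by: fluorescence polarization of the labelled Tn7 tracer / Medium: Tris buffer with calcium and detergent, pH 7.8 / Timing: 10 min compound pre-incubation, 3 h probe incubation at room temperature / Repeats: one replicate per compound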
sPLA2-III inh: Inhibits HGIII-sPLA2 liposome hydrolysis, primary screen; QFRET BODIPY PC-A2 liposome hydrolysis, fluorescence; inhibition, % at 12.2 µM; 370,000 tested, 0.56% active;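 active = inhibition above mean plus 3 SD of compounds lying within the high and low control bounds, cut at about 19% in these data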;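 note: 0% = median of test compound wells and 100% = no enzyme DMSO wells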
UHRF1 MBD2 ctr: UHRF1 methyl-DNA binding inhibition. 370,000 tested, 0.75% active. inhibition, % at 4.4 µM. UHRF1 binding to methylated oligo, TR-FRET. Q96T88. AID 687016; in the data active = inhibition above about 21%;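 note: UHRF1 SRA domain binding a hemimethylated CpG hairpin DNA probe; 0% = median of test compound wells and 100% = reference inhibitor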
Rev-erbA mod: modulators of human Rev-erb alpha DNA binding; activity, % at 10 µM; Rev-erbα–FITC-DNA binding, fluorescence polarization, 90 min; 370,000 tested, 0.79% active; P20393;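 active = activity above about 14%, limit read from the data; passing the limit was not always enough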;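 note: 0% = DMSO wells with 35 nM protein and 100% = DMSO wells with 750 nM protein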
PLCg1 inh: inhibitors of human phospholipase C gamma1. 370,000 tested, 0.84% active. inhibition, % at 12.2 µM. P19174. purified PLC-gamma1, fluorogenic substrate, fluorescence; in the data active = inhibition above about 9.5%
Tn6 DDE FP: disrupts Tn6 cyclic peptide binding to fibrin D-Dimer-E complex; Fibrin DD(E) TRITC-Tn6 fluorescence polarization displacement; inhibition, % at 8.3 µM; 370,000 tested, 0.21% active;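 active = inhibition above a per-campaign cutoff: mean of compounds within control limits plus 3 SD, cut at about 15% in these data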;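 note: 0% = median of all compound wells on the plate and 100% = blocking peptide control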
ASAP1 inh: inhibitors of human ASAP1 ArfGAP activity. 360,000 tested, 0.19% active. Q9ULH1. ASAP1-stimulated ARF1 GTP hydrolysis, GDP FP detection. inhibition, % at 16.5 µM; in the data active = inhibition above about 25%;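 note: 0% = vehicle with enzyme and substrate and 100% = no enzyme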
ARFGAP1 inh: inhibitors of rat ARFGAP1; Q62848; Arfgap1-stimulated ARF1 GTP hydrolysis, GDP FP detection; 360,000 tested, 0.26% active; inhibition, % at 16.5 µM;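 active = inhibition above a per-plate limit, mean inhibition of low control wells plus 3 SD, cut at about 25% in these data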;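 note: 0% = DMSO wells with enzyme and 100% = wells lacking Arfgap1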
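Replicates: Single well per compound | Assay system: Truncated rat Arfgap1 GAP domain | Control set: No-Arfgap1 wells (100%) versus DMSO full-reaction wells (0%) | Times: Enzyme reaction 120 min at 25 °C after 20 min preincubation | Reagent: Human ARF1(Δ1-17)-GTP substrate | Measured by: Tracer-displacement fluorescence polarization with EDTA stop, 620/688 nm | Measure: Percent inhibition of Arfgap1-stimulated GTP hydrolysis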
* marks the source's active call; other numbers are inactive results; . = no result given. The order is random. Share with any hit: about 4.5%.

#	PLCb3 inh	KLK7 zymogen act	Tn7 DDE FP	sPLA2-III inh	UHRF1 MBD2 ctr	Rev-erbA mod	PLCg1 inh	Tn6 DDE FP	ASAP1 inh	ARFGAP1 inh	compound
1	-2.0	0.2	1.5	2.4	-1.5	1.0	-0.8	7.0	3.4	5.6	Cc1ccc(-c2cnc3c(c2)C(=O)N([C@H](C)CO)C[C@H](C)[C@@H](CN(C)Cc2ccccc2F)O3)cc1
2	0.7	-0.2	10.1	-1.9	1.5	-2.2	-2.7	2.1	0.9	-14.0	CCOc1ccc(-c2cnc(SCC(N)=O)nc2N)cc1
3	-5.4	0.5	-3.4	-1.0	-3.3	1.0	1.8	-3.8	-7.2	-0.4	COc1cc(C(=O)NCC2CCCCC2)cc(OC)c1OC
4	-4.6	0.2	-5.0	-5.5	0.2	6.3	0.9	-3.8	8.7	10.0	Cc1cc(C(=O)N2CCC(CO)(Cc3cccc(C(F)(F)F)c3)CC2)n[nH]1
5	4.0	0.3	-2.2	-0.5	1.9	0.8	5.8	0.1	3.1	7.6	Cc1cc2nc(C)n(CCCN)c2cc1C
6	-7.4	-0.6	2.0	-5.1	-0.8	-3.4	-5.5	-2.0	-2.6	3.6	CSc1nc(C)c2c(n1)N(c1ccc(O)cc1)CC2
7	0.3	-0.4	-0.6	-2.1	0.2	0.0	0.2	-3.5	12.4	-1.9	Cc1ccc(-c2ccc3c(c2)O[C@H](CN(C)Cc2cncnc2)[C@@H](C)CN([C@H](C)CO)S3(=O)=O)cc1
8	-6.8	0.1	-10.8	-24.5	-0.2	-2.4	-2.5	0.0	19.2	21.9	NS(=O)(=O)c1ccc(Cc2ncc(C(F)(F)F)cc2Cl)s1
9	3.4	-0.2	-5.6	9.3	3.3	-3.2	3.4	-1.8	-8.5	7.9	CC(C)=Cc1oc2ccc([N+](=O)[O-])cc2c1N1CCOCC1
10	-8.5	0.0	5.0	9.7	3.6	-0.4	8.0	-2.0	-1.9	15.5	COC(=O)c1cn(NC(=O)c2ccc([N+](=O)[O-])c(C)c2)c(=O)c2ccccc12
11	1.6	0.1	-2.3	5.8	1.3	1.3	4.9	2.5	7.2	6.8	Nc1ccc(Oc2ccc3nc(-c4ccccc4)c(-c4ccc([N+](=O)[O-])cc4)nc3c2)cc1
12	-18.2	-0.2	-3.9	-5.4	-3.0	12.2	-11.1	-1.2	-5.2	11.2	O=C(NC(Cc1ccccc1)C(=O)O)/C(=C\c1ccc([N+](=O)[O-])cc1)NC(=O)c1ccco1 (centres undefined)
13	-1.9	0.4	2.3	-2.2	-4.7	-8.8	2.8	-0.9	16.5	1.4	CCC(=O)NC(=S)Nc1ccc(S(=O)(=O)NC2CCCCC2)cc1
14	-76.5	0.4	0.4	-1.9	-10.0	10.2	-50.7	-5.8	-0.1	12.2	Nc1nc2c(c(=O)[nH]1)C(c1ccccc1)C1=C(N2)c2ccccc2C1=O (centres undefined)
15	0.0	0.6	-0.4	0.3	-0.5	4.6	0.3	-3.2	8.9	-6.9	CCOc1ccccc1NC(=O)CN(c1nccs1)S(=O)(=O)c1ccc(N)cc1
16	-3.6	-0.3	-1.5	7.7	0.0	-2.0	0.8	5.0	-0.6	8.2	COc1ccc(CCNC(=O)c2ccc3c(=O)n4c(nc3c2)CCC4)cc1OC
17	-55.6	-6.3	-2.4	3.8	16.2	-5.8	-31.3	3.3	-7.5	10.8	CCCCn1c(=O)[nH]c(=O)c2c1nc(-c1ccc(-c3ccc(F)cc3)o1)n2C
18	-2.1	-0.6	4.0	4.6	-0.2	2.9	1.7	-4.5	-1.6	-2.3	CCC1CCCCN1CCCNC(=O)CN1C(=O)COc2ccccc21 (centres undefined)
19	-5.8	0.1	-3.3	7.7	-3.3	-2.1	-4.8	-1.1	12.8	2.3	N#Cc1ccc(CSc2nnc(NC(=O)CCc3nc4ccccc4c(=O)[nH]3)s2)cc1
20	1.7	0.4	0.7	-0.2	0.5	3.3	1.5	0.2	13.7	7.9	C=CCNCCOCCOc1ccc(C)cc1[N+](=O)[O-]

Compound profiles, as listed above. Order of values: PLCb3 inh	KLK7 zymogen act	Tn7 DDE FP	sPLA2-III inh	UHRF1 MBD2 ctr	Rev-erbA mod	PLCg1 inh	Tn6 DDE FP	ASAP1 inh	ARFGAP1 inh
Shown for CCCCn1c(=O)[nH]c(=O)c2c1nc(-c1ccc(-c3ccc(F)cc3)o1)n2C → -55.6	-6.3	-2.4	3.8	16.2	-5.8	-31.3	3.3	-7.5	10.8
Shown for C=CCNCCOCCOc1ccc(C)cc1[N+](=O)[O-] → 1.7	0.4	0.7	-0.2	0.5	3.3	1.5	0.2	13.7	7.9
Shown for COc1ccc(CCNC(=O)c2ccc3c(=O)n4c(nc3c2)CCC4)cc1OC → -3.6	-0.3	-1.5	7.7	0.0	-2.0	0.8	5.0	-0.6	8.2

Other records
#	PLCb3 inh	KLK7 zymogen act	Tn7 DDE FP	sPLA2-III inh	UHRF1 MBD2 ctr	Rev-erbA mod	PLCg1 inh	Tn6 DDE FP	ASAP1 inh	ARFGAP1 inh	compound
21	-3.2	0.3	2.2	-5.2	0.8	7.1	2.8	3.0	3.4	1.5	CC(C)Oc1ccc(Cn2c(=O)oc3ccccc32)cc1
22	-7.3	0.2	-1.4	-4.7	-3.6	2.3	-2.7	4.7	-13.8	-2.3	Cc1cccc(Nc2sc(C(=O)c3cc4cc(Cl)ccc4o3)c(N)c2C#N)c1
23	4.4	-0.5	-4.3	3.2	-1.4	1.9	1.7	-4.5	8.0	8.0	O=C(COc1ccc(Cl)cc1Cl)Nc1ccc(Cl)cn1
24	-2.7	-0.5	1.4	2.1	0.2	-3.6	-3.2	-1.7	-2.4	3.4	CC(=O)Nc1ccc(NC(=O)CN(c2cccc(C)c2)S(C)(=O)=O)cc1
25	-3.2	0.0	12.2	5.8	1.9	1.9	-1.8	-4.5	3.1	-8.1	CCOc1ccccc1CNC(=O)Cn1c(=O)oc2ccccc21
26	0.1	0.5	-3.6	0.1	-0.5	-1.3	-5.8	4.7	6.3	9.4	O=C(C=Cc1ccc2c(c1)OCO2)OCC=Cc1ccc2c(c1)OCO2
27	-6.2	-0.1	3.5	1.2	-1.0	1.9	-4.0	0.6	6.0	6.2	C=CCN(CC=C)Cc1cc(=O)oc2cc(C)c(C)cc12
28	4.2	-0.2	8.0	1.2	2.9	-0.6	-0.4	-0.1	-5.2	-8.9	O=C(C[C@@H]1C/C=C\CCCC(=O)OC[C@@H]2CCCN2C1=O)N[C@@H](CO)Cc1ccccc1
29	0.5	-0.1	4.9	6.7	-1.9	-2.1	-0.9	4.2	-3.1	-8.3	Nn1c(Cc2ccccc2)n[nH]c1=S
30	-9.5	-0.1	3.3	-13.2	0.9	5.6	-5.1	-0.9	-13.0	2.6	COc1ccc(CC(=O)Nc2oc(-c3ccccc3)c(-c3ccccc3)c2C#N)cc1OC
31	-6.3	0.6	11.3	1.7	-0.9	-2.9	-2.6	-4.3	-2.4	-14.9	O=C(NCCc1ccccc1)C1CCN(S(=O)(=O)N2CCOCC2)CC1
32	-6.7	-0.2	0.6	7.7	3.6	20.1	-9.2	9.5	3.6	0.0	Cc1cccc(C)c1NC(=O)COC(=O)c1ccccc1Nc1ccccc1
33	-0.2	-0.3	0.0	5.8	-1.3	-3.0	-0.2	4.1	.	.	Cc1ccc(CN2C(C(=O)NC3CCCC3)CSCCS2(=O)=O)cc1 (centres undefined)
34	-12.5	-0.2	1.8	-9.6	6.0	2.4	8.8	-5.5	5.1	4.8	CC(Oc1ccccc1)C(=O)N=C1SC2CS(=O)(=O)CC2N1c1cccc(F)c1 (centres undefined)
35	3.0	-0.6	-4.9	-6.5	-1.8	4.9	-1.7	-0.2	7.4	-0.1	COc1cc(Cl)c(C)cc1NC(=O)CCN1C(=O)NC(C)(C)C1=O
36	-53.7	2.8	0.2	-13.2	-0.4	-0.8	-49.9	-5.5	-1.0	0.1	CSc1ccc(/C=N/NC(=O)c2cccc(O)c2)cc1
37	1.6	-0.1	11.1	3.2	-2.0	1.4	-0.2	8.1	-7.9	11.1	O=S(=O)(c1ccc(SCCO)nc1)N1CCOCC1
38	0.8	-0.1	-2.5	2.4	-1.9	0.5	4.5	2.5	-6.7	3.1	COCc1cc(C2C(C(=O)c3ccco3)=C(O)C(=O)N2CCOCCO)ccc1O (centres undefined)
39	-6.8	-1.9	2.4	8.6	-0.1	-3.5	-4.0	-4.1	-12.4	7.1	CC(=O)C(N=Nc1ccccc1)(Sc1nnc(-c2ccccc2)n1-c1ccccc1)C(=O)Nc1ccccc1 (centres undefined)
40	2.9	0.3	-1.9	3.6	-1.6	0.6	3.2	-2.6	8.0	10.8	COc1ccc2[nH]c3c(c2c1)CCN1C(=O)C(CC(=O)NCc2ccco2)C[C@H](C(=O)N2CCCCC2)[C@@]31CCc1ccccc1 (some centres undefined)
41	-2.2	-0.2	-7.3	4.6	2.2	0.1	6.5	3.8	-14.7	8.7	CCOC(=O)C1CCCN(Cc2c(C(=O)N3CCOCC3)nc3ccccn23)C1 (centres undefined)
42	2.8	-0.3	5.0	-2.2	-4.5	2.0	2.3	3.1	-3.6	-14.5	COc1ccc(OC)c(N(CC(=O)N2CCC(C)CC2)S(=O)(=O)c2ccc(OC)c(OC)c2)c1
43	2.8	-0.6	5.2	0.8	-0.5	-2.5	0.2	3.2	-11.5	3.4	COc1cc2c(cc1OC)-c1nnc(-c3ccco3)n1C1(CCCC1)C2
44	3.4	0.4	-6.9	-0.8	1.3	6.1	0.6	2.8	4.3	-4.8	O=C(CCc1nnc(C2CCCCC2)o1)N1CCC(Oc2cccnc2)CC1
45	1.1	0.7	0.9	-26.0	-2.1	-3.6	-0.9	10.0	10.2	-0.8	Cc1occc1-c1nnc(SCC(=O)c2ccc(F)cc2)n1Cc1ccco1
46	-4.9	0.3	0.6	2.1	0.6	-4.4	-1.0	-1.2	-7.7	1.6	CCOc1ccc(CCNC(=O)CCC(=O)c2cccs2)cc1OCC
